# STEP block: STEP phosphatase inhibitors, primary screen, biochemical, fluorescence intensity, uHTS; inhibition, % at 20 µM; Tyrosine-protein phosphatase non-receptor type 5 (Homo sapiens), P54829; recombinant STEP, OMFP fluorogenic substrate; 0.25% of 360,000 active;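 active = inhibition at 20 µM, scaled per plate between control wells, above about 37%, limit read from the data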;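 note: 0% = DMSO with enzyme and substrate and 100% = substrate only without enzyme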
# Target sequence (P54829 whole entry, looked up): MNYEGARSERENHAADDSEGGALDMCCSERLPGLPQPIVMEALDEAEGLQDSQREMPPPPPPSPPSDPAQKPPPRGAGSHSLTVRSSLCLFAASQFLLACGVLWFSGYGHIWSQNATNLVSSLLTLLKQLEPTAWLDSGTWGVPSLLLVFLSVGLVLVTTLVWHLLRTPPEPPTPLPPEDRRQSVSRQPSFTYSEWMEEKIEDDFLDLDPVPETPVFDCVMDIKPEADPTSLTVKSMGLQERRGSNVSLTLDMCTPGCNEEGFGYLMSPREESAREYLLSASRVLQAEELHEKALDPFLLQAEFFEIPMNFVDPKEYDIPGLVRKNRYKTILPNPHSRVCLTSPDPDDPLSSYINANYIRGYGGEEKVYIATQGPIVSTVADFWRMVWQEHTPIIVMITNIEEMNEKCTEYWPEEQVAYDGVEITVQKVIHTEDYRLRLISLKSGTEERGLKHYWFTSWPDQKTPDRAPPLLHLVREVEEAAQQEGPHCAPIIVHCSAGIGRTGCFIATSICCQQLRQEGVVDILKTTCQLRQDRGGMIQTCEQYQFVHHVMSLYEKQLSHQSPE
#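 System: STEP phosphatase, cell-free reaction; Buffer or medium: Bis-Tris pH 6.0 buffer with DTT, detergent; Incubation: 20 min at room temperature, dark; Measured by: fluorescence, 480/540 nm.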
# SUMO1 PPI mod: modulators of SUMO1 protein-protein interactions, primary screen, biochemical, uHTS; inhibition, % at 20 µM; 0.33% of 360,000 active; SUMO1 binding to a labelled peptide, TR-FRET, 1 h; in the data active = inhibition above about 37%
# Target sequence (P63165 whole entry, looked up): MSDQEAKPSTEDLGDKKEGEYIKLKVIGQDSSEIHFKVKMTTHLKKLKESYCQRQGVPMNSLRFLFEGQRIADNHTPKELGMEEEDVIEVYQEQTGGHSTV
# Rpn11 inh: Rpn11 (PSMD14) deubiquitinase inhibitors, primary screen, biochemical, fluorescence polarization, uHTS; 26S proteasome non-ATPase regulatory subunit 14 (Homo sapiens), O00487; human 26S proteasome, Ub4-pepOG fluorescence polarization; 20S core pre-blocked with epoxomicin; calls only at 20 µM; 0.59% of 360,000 active; AID 588493, 2011;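 active = inhibition at 20 µM, scaled to each plate's controls, above about 33%, limit read from the data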
# SKN-1 block: suppressors of acrylamide-induced Pgst-4::GFP reporter in worms, primary screen, SKN-1 inhibitor project, whole organism, uHTS, GFP/RFP fluorescence ratio, strain VP596. 0.49% of 360,000 active. inhibition, % at 21.8 µM. C. elegans VP596 Pgst-4::GFP/RFP ratio, 24 h;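 active = interference check ratio from 0.5 to 1.5 plus GFP to RFP signal ratio inhibition reaching or exceeding a fixed threshold, cut at about 30% in these data, passing the limit was not always enough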; note: some compounds called inactive have numbers as strong as hits
# MT1-MMP act inh: blockers of MT1-MMP proenzyme processing, primary screen, HT1080 RFP-PRO-GFP cells, GFP/RFP fluorescence. AID 651647, 2012. GFP/RFP ratio fluorescence, overnight; percent of plate control window, DMSO zero. Matrix metalloproteinase-14 (Homo sapiens), P50281. GFP/RFP ratio change, % at 20 µM. 0.061% of 360,000 active;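 active = GFP/RFP ratio change of at least 30% with cell ATP level not reduced by more than half and red fluorescence within 50% of control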; note: strong numbers were not always called active
#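 Assay system: HT1080 cells carrying an RFP-PRO-GFP reporter | Dosing: Single dose of 20 µM compound, 1% DMSO final | Incubation: Cells overnight before dosing, compound overnight, 37 °C, 5% CO2 | Evaluation: GFP/RFP fluorescence ratio | Control set: DMSO and RFP-L50D-GFP cell wells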
# LMPTP inh: LMPTP phosphatase inhibitors, primary screen, biochemical, fluorescence intensity, uHTS; Low molecular weight phosphotyrosine protein phosphatase (Homo sapiens), P24666; recombinant LMPTP-A, OMFP fluorogenic substrate; inhibition, % at 20 µM; 0.22% of 360,000 active;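 active = compounds that cut the enzyme signal by at least half of the control window in the single-dose screen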;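 note: plate controls were DMSO wells with enzyme plus substrate for no effect and substrate without enzyme for full effect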
# Target sequence (P24666 whole entry, looked up): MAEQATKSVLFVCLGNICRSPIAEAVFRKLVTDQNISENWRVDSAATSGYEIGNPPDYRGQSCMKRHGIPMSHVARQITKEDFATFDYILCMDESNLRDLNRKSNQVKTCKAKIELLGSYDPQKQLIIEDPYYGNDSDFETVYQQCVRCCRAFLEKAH
#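 Test system – LMPTP-A enzyme · Amount – LMPTP-A at 0.625 nM final in the reaction · Buffer or medium – Bis-Tris pH 6.0, DTT, detergent · Reagent – OMFP 400 µM · Doses – single 20 µM dose · Schedule – reaction 50 min, room temperature, dark · Detection – fluorescence intensity of OMFP turnover product · Evaluation – percent inhibition versus substrate-only and uninhibited controls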
# Scp1 inh: Scp-1 phosphatase inhibitors, primary screen, biochemical, colorimetric, uHTS. Carboxy-terminal domain RNA polymerase II polypeptide A small phosphatase 1 (Homo …. Recombinant Scp1, phosphopeptide, malachite green phosphate absorbance. inhibition, % at 20 µM. 0.88% of 340,000 active. AID 493091, 2011;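 active = inhibition above about 50% at 20 µM, limit read from the data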;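 note: plate controls were DMSO wells with enzyme for no effect and wells lacking enzyme for full effect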
#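 System: SCP-1 catalytic domain; Reagent: Phospho 17-mer peptide substrate; Doses: one concentration, 20 µM, with 1.0% DMSO; Incubation: 45 min room-temperature reaction, 5 min colour, 30 min stabiliser; Signal: Phosphate-binding colour reagent, absorbance read at 630 nm.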
# NadD block: inhibitors of S. aureus NadD, primary screen, biochemical, colorimetric, uHTS; Nicotinate-nucleotide adenylyltransferase NadD (Staphylococcus aureus N315); inhibition, % at 20 µM; 0.78% of 360,000 active; purified NadD enzyme, colorimetric absorbance read-out; in the data active = inhibition above about 26%; note: some compounds past the cut are filed as inactive
# DNMT1 inh: human DNMT1 methyltransferase inhibitors, primary screen, biochemical, molecular beacon, fluorescence, HinP1I cleavage, uHTS | inhibition (reported as % activation of signal), % at 10 µM | 0.83% of 360,000 active; in the data active = inhibition above about 50%
# CendR NRP1 mod: modulators of CendR peptide binding to NRP-1, primary screen, biochemical, fluorescence polarization, uHTS | FAM-RPARPAR peptide binding to NRP-1 | inhibition, % at 25 µM | 0.85% of 360,000 active | AID 602438, 2012;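 active = inhibition or corrected inhibition above about 18%, plus a signal ratio from 0.5 to 1.5, limit read from the data, passing the limit was not always enough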; note: strong numbers were not always called active
# An asterisk follows results filed as active; i = inactive; nt = no result given.
SMILES,STEP block,SUMO1 PPI mod,Rpn11 inh,SKN-1 block,MT1-MMP act inh,LMPTP inh,Scp1 inh,NadD block,DNMT1 inh,CendR NRP1 mod
CCN1CCN(c2sc(S(=O)(=O)CC)nc2S(=O)(=O)c2ccc(Cl)cc2)CC1,0,1,i,4,-1,-0.2,nt,3,0,-4
COC(=O)c1sccc1NC(=O)c1ccc(C)cc1,1,-11,i,8,-7,-0.6,-9,-10,2,3
CCOc1ccc(S(=O)(=O)NCCC(=O)NC2CCCCC2)cc1,-1,-4,i,-19,5,-1.1,5,-3,4,9
Clc1ccc(CN2CCN(/N=C/c3cccnc3)CC2)cc1,-1,0,i,4,8,-0.3,-10,-2,-5,0
COc1ccccc1N1CCN(CCCN2C(=O)C3CCCCN3C2=O)CC1 (configuration not stated),-2,-6,i,31,-1,-1.1,-5,-4,2,-1
COC(=O)c1c(C(=O)OC)c(-c2ccc(C)cc2)n2c1CS(=O)C2 (configuration not stated),6,3,i,23,-2,-0.4,-3,-2,1,4
Cc1ccc(-c2nn3nnnc3c3ccccc23)cc1C,3,1,i,10,3,0.1,0,2,-1,6
O=C(Nn1c(=S)[nH]c2ccccc2c1=O)c1ccncc1,-2,-5,i,-19,2,-0.4,5,1,2,2
Cc1cccc(NC(=O)NCC(c2cccnc2)N2CCOCC2)c1 (configuration not stated),1,-5,i,11,7,-2.1,-4,2,-2,18
Cc1sc2ncnc(N3CCN(S(=O)(=O)c4ccc(C(C)(C)C)cc4)CC3)c2c1C,5,0,i,-10,-1,4.2,17,12,-7,3
CCC(C)NC(=O)c1n[nH]c(=O)c2ccccc12 (configuration not stated),-2,-3,i,5,-3,0.4,3,6,4,2
O=C(Nc1ccncc1)Nc1ccc(F)cc1F,-2,-2,i,-5,-13,2.1,-6,-6,1,2
CC1CN(c2nc(Nc3ccccc3)nc(N)c2[N+](=O)[O-])CC(C)O1 (configuration not stated),1,0,i,38*,-1,-0.3,-27,-6,6,-2
Cc1cc(NC(=O)c2csc([C@@H]3O[C@H](CO)[C@H](O)[C@H](O)[C@H]3O)n2)n(C)n1,-1,1,i,9,-1,0.4,nt,0,5,-4
CC(C)C(C(=O)NCC1CCCO1)N(Cc1cccs1)C(=O)CNS(=O)(=O)c1ccccc1 (configuration not stated),4,8,i,-6,1,0.2,-8,0,0,0
Cc1ccnc(NS(=O)(=O)c2ccc(NC(=O)c3ccc(S(=O)(=O)N4CCOCC4)cc3)cc2)n1,16,3,i,2,1,-0.1,8,-2,5,1
Cc1ccc(S(=O)(=O)Oc2ccc(C3C4=C(CCCC4=O)OC4=C3C(=O)CCC4)cc2)cc1,0,2,i,-3,-10,6.7,-10,0,-4,12
Cc1ccc(-c2nnn(CC(=O)N(Cc3cccs3)C(C(=O)NC3CCCC3)c3ccco3)n2)o1 (configuration not stated),2,0,i,13,2,-0.1,-5,-1,10,-16
CCc1ccc(CCC(=O)Nc2ccc(S(N)(=O)=O)cc2)o1,-3,2,i,-3,-2,-1.9,-6,3,-3,-8
COc1ccc(/C=C/C(=O)NCc2cnn(C)c2C)cc1COc1ccc(Br)cc1,0,-6,i,9,2,4.6,10,-7,6,6
Cc1ccc(NC(=O)C2(C)CCN2C(=O)CCC2CCCC2)cc1C (configuration not stated),0,2,i,5,7,-0.8,nt,-2,-1,-12
CCOC(=O)c1cnc(SCc2cccc3ccccc23)nc1N,-5,-1,i,-3,-5,2.8,-1,8,3,4
CN(C(=O)c1ccc(NC(=O)Cc2cccc(NC(=O)C3CCN(C(=O)CCc4ccccc4)CC3)c2)cc1)C1CCCC1,4,2,i,2,5,-0.8,0,8,-22,10
CC(C(C(=O)N1CCCCC1)N1CCCCC1)N1CCCCC1 (configuration not stated),-1,-1,i,14,-3,-0.7,-8,3,0,14
O=C(CN1CCN(S(=O)(=O)c2ccc(Br)s2)CC1)N1CCc2ccccc21,-1,-2,i,-4,2,-0.7,nt,-3,0,-10
CCC1Sc2ccc(S(=O)(=O)CCC(=O)Nc3ccc(OC(F)(F)F)cc3)cc2NC1=O (configuration not stated),-4,3,i,13,5,3.1,14,-9,2,8
Cc1ccc(S(=O)(=O)N2CCC(C(N)=O)CC2)c(C)c1C,3,-4,i,4,-1,0.0,0,3,28,9
C=C(Cl)COc1ccc2c(CCC)cc(=O)oc2c1,-2,-1,i,18,4,-0.7,-7,0,-3,-9
COc1ccc(CC(=O)NCCCc2ccccc2)cc1OC,-1,-6,i,5,1,-0.3,0,-7,2,-4
Cc1ccc(N2CC(C(=O)NCc3cccs3)CC2=O)cc1C (configuration not stated),-1,-1,i,-16,-1,1.3,-1,-1,0,-13

# Continued, starting with the last 7 of the part before.
SMILES,STEP block,SUMO1 PPI mod,Rpn11 inh,SKN-1 block,MT1-MMP act inh,LMPTP inh,Scp1 inh,NadD block,DNMT1 inh,CendR NRP1 mod
CC(C(C(=O)N1CCCCC1)N1CCCCC1)N1CCCCC1 (configuration not stated),-1,-1,i,14,-3,-0.7,-8,3,0,14
O=C(CN1CCN(S(=O)(=O)c2ccc(Br)s2)CC1)N1CCc2ccccc21,-1,-2,i,-4,2,-0.7,nt,-3,0,-10
CCC1Sc2ccc(S(=O)(=O)CCC(=O)Nc3ccc(OC(F)(F)F)cc3)cc2NC1=O (configuration not stated),-4,3,i,13,5,3.1,14,-9,2,8
Cc1ccc(S(=O)(=O)N2CCC(C(N)=O)CC2)c(C)c1C,3,-4,i,4,-1,0.0,0,3,28,9
C=C(Cl)COc1ccc2c(CCC)cc(=O)oc2c1,-2,-1,i,18,4,-0.7,-7,0,-3,-9
COc1ccc(CC(=O)NCCCc2ccccc2)cc1OC,-1,-6,i,5,1,-0.3,0,-7,2,-4
Cc1ccc(N2CC(C(=O)NCc3cccs3)CC2=O)cc1C (configuration not stated),-1,-1,i,-16,-1,1.3,-1,-1,0,-13
Nc1ccccc1-c1nnc(-c2ccc(-c3ccccc3)cc2)o1,0,-3,i,3,2,1.4,-11,-5,11,4
CCOc1cc(-c2sc(Nc3ccccc3)n[n+]2-c2ccc(F)cc2)ccc1OC,1,9,i,0,3,1.8,11,12,-1,0
CN(CC(=O)Nc1ccc(N2CCOCC2)cc1)C(=O)CCc1ccccc1Cl,1,-1,i,23,nt,0.4,1,4,-2,-3
Cc1ccc(F)cc1-c1nc(NCC2CC2)nc2ccsc12,3,8,i,-8,-3,2.2,nt,-3,4,-10
Cc1ccc(OCC(=O)c2cc(C)n(Cc3ccco3)c2C)c([N+](=O)[O-])n1,0,-17,i,3,3,0.2,-4,-2,-2,16
Cc1cc(=O)[nH]c(SCC(=O)Nc2cccc(S(=O)(=O)N3CCOCC3)c2)n1,1,5,i,5,-4,-1.1,-8,-4,-1,-9
Cc1c(N)cccc1[N+](=O)[O-],-1,-2,i,13,1,-0.1,-3,0,-2,13
Cn1cnnc1SCC(=O)NC1CCCN(Cc2ccccc2F)C1 (configuration not stated),-5,1,i,4,1,-3.6,-8,-3,0,10
Cc1nc2nc(CCc3ccccc3)nn2c(C)c1Cl,-2,3,i,-3,2,-1.1,-4,0,4,10
CC(C)(C)Nc1nc2nonc2nc1NC(C)(C)C,-3,-2,i,7,8,-1.0,-5,-6,-5,2
CN(C(=O)c1cccc(NC(=O)Cc2ccc(NC(=O)C3CCCN(C(=O)CCc4ccccc4)C3)cc2)c1)C1CC1 (configuration not stated),-3,3,i,1,0,-0.9,0,9,0,-4
CC(C)[C@H](NC(=O)c1ccccc1F)C(=O)NCc1ccc(S(N)(=O)=O)cc1,-1,-1,i,-6,1,-0.3,-2,5,-1,8
COc1ccccc1N1C(=O)CC(Sc2ccccc2N)C1=O (configuration not stated),-4,-1,i,0,-3,-0.5,-4,-5,-3,7

# Single records, from the list above.
# Cc1ccc(F)cc1-c1nc(NCC2CC2)nc2ccsc12 reads STEP block: 3; SUMO1 PPI mod: 8; Rpn11 inh: i; SKN-1 block: -8; MT1-MMP act inh: -3; LMPTP inh: 2.2; Scp1 inh: nt; NadD block: -3; DNMT1 inh: 4; CendR NRP1 mod: -10
# Nc1ccccc1-c1nnc(-c2ccc(-c3ccccc3)cc2)o1 reads STEP block: 0; SUMO1 PPI mod: -3; Rpn11 inh: i; SKN-1 block: 3; MT1-MMP act inh: 2; LMPTP inh: 1.4; Scp1 inh: -11; NadD block: -5; DNMT1 inh: 11; CendR NRP1 mod: 4

# Screens from PubChem.
